# Compound activity: PubChem BioAssay, several laboratories
# Mcl1 Bid PPI: Mcl-1/Bid binding inhibitors, primary screen, biochemical, TR-FRET, 1536-well | Induced myeloid leukemia cell differentiation protein Mcl-1 (Homo sapiens), Q07820 | TR-FRET Mcl-1/Bid-Dy647 peptide binding | inhibition, % at 21.7 µM | hit rate 0.97% among 220,000;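 active = compounds that cut the binding signal by more than half at the single screening dose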;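 note: His-tagged Mcl-1 with europium anti-His antibody binding Bid BH3 peptide; 0% = Mcl-1 plus peptide wells and 100% = peptide-only wells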
# Mcl-1 Bim block: inhibitors of Bim peptide binding to Mcl-1, primary screen, biochemical, bead-based flow cytometry, multiplex. Induced myeloid leukemia cell differentiation protein Mcl-1 (Homo sapiens), Q07820. Bim peptide-Mcl-1 binding. inhibition, % at 10 µM. hit rate 0.1% among 190,000. AID 1009, 2008; in the data active = inhibition above about 40%;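 note: 0% = no compound tracer wells and 100% = peptide blocker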
# Avidin fluor: green autofluorescence of compounds with avidin beads – biophysical, 488/530 nm, flow cytometry, artefact control, profiling panel; compound fluorescence 488/530 nm; hits give high values; fluorescence (KMESF) at 10 µM; hit rate 0.38% among 220,000; AID 1775, 2009; in the data active = fluorescence above about 47; note: inactives centre near 10
# Pf gamet viab: late stage P. falciparum gametocyte viability inhibitors, primary screen, ATP luminescence, HTS. inhibition, % at 10.9 µM. AID 743093, 2013. hit rate 0.065% among 150,000. P. falciparum stage V gametocytes, 24 h;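 active = inhibition above the mean plus 3 SD of compounds within the control limits, set per campaign, cut at about 38% in these data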;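 note: 0% = DMSO wells and 100% = medium only without gametocytes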
# RGS4-Gao reg: modulators of RGS4 binding to Galphao, primary screen, biochemical, multiplexed bead flow cytometry; actives lie on both sides; hit rate 0.33% among 220,000; Guanine nucleotide-binding protein G(o) subunit alpha (Homo sapiens), P09471; binding response (% of control), % at 10 µM; in the data active = binding response below about 49% or above about 150%; inactive = in between;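 note: fluorescent Galphao activated with aluminum fluoride binding bead-coupled RGS4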
# RGS8-Gao: RGS8-Galphao binding modulators, primary screen, biochemical, multiplexed bead flow cytometry | response (percent of control binding), % at 10 µM | actives lie on both sides | hit rate 0.34% among 220,000 | Guanine nucleotide-binding protein G(o) subunit alpha (Homo sapiens), P09471; in the data active = response below about 60% or above about 140%; inactive = in between;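 note: Galphao activated as the GDP aluminium fluoride complex binding bead-coupled RGS8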
# RGS7-Gao: RGS7-Galphao binding modulators, primary screen, biochemical, multiplexed bead flow cytometry; hit rate 0.35% among 220,000; actives lie on both sides; binding response (% of control), % at 10 µM; in the data active = binding response below about 49% or above about 150%; inconclusive = no clear call, values can overlap the other calls; inactive = in between;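 note: fluorescent Galphao held in activated GDP-AlF4 state binding bead-coupled RGS7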
# Mcl1-Noxa inh: Mcl-1/Noxa binding inhibitors, primary screen, biochemical, TR-FRET, 1536-well | TR-FRET Mcl-1/Noxa peptide binding, 2 h | inhibition, % at 21.7 µM | hit rate 1.5% among 220,000;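 active = compounds that cut the protein-peptide binding signal by more than 50% relative to plate controls in a single-dose test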;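 note: His-tagged Mcl-1 with rhodamine Noxa BH3 peptide and terbium anti-His antibody; 0% = Mcl-1 plus Noxa peptide wells and 100% = peptide-only wells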
# ABCB1 block: ABCB1 efflux pump inhibitors, primary screen, cell-based, multiplex, flow cytometry, ABCG2 counter-screen. AID 1326, 2008. hit rate 0.067% among 190,000. CCRF-Adr cells, JC-1 efflux. inhibition, % at 6.6 µM. ATP-dependent translocase ABCB1 (Homo sapiens), P08183; in the data active = inhibition above about 40%;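 note: 0% = vehicle and 100% = reference inhibitor; higher value means more JC-1 retained so stronger ABCB1 efflux block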
# Target sequence (P08183 whole entry, looked up): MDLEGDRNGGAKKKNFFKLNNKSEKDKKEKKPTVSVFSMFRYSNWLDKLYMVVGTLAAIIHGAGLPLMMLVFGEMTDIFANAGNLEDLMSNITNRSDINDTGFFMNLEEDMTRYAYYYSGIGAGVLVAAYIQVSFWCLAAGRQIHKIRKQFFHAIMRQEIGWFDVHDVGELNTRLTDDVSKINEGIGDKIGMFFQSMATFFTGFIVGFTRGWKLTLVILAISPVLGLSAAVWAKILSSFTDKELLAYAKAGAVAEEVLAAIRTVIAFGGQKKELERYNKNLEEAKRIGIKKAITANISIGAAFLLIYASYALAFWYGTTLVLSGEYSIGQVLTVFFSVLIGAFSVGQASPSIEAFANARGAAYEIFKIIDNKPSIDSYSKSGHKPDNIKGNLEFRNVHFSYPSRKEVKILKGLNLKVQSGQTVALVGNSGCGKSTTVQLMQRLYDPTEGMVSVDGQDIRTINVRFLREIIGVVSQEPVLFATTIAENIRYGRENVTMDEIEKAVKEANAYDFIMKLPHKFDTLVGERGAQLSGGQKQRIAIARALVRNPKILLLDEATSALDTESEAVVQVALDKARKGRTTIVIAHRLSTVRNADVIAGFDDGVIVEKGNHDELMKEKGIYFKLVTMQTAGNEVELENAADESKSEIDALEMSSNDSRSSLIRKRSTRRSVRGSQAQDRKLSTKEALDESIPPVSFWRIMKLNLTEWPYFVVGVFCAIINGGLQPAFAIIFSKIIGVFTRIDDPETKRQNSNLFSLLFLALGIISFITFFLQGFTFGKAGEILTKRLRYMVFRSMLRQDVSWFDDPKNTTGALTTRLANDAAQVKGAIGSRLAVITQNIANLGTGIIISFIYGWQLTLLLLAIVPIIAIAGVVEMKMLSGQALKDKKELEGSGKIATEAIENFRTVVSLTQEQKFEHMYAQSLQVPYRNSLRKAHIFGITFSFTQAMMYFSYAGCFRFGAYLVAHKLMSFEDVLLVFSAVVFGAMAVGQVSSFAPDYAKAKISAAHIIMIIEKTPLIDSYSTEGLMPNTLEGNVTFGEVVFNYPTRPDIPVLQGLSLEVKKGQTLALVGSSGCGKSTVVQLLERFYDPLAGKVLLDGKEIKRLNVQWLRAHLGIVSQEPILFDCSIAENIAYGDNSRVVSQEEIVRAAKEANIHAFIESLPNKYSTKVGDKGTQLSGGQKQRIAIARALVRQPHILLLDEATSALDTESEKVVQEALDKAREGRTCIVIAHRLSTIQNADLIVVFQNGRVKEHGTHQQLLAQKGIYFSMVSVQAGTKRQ
# ABCG2 inh: ABCG2 efflux pump inhibitors, primary screen, multiplex with ABCB1, IgMXP3 cells, flow cytometry | AID 1325, 2008 | inhibition, % at 6.6 µM | hit rate 0.1% among 190,000 | JC-1 efflux;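 active = inhibition above 80%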;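 note: 0% = DMSO and 100% = nicardipine control wells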
#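 System: two drug-resistant human cell lines, ABCG2 and ABCB1; controls: nicardipine high and DMSO low controls; times: 10 min exposure at 25 °C with rotation, no wash; detection: flow cytometry of retained JC-1 fluorescence; read-out basis: percent efflux inhibition, scaled nicardipine 100% to DMSO 0%; doses: one concentration, 6.6 µM final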
# GSH bead fluor: compound fluorescence on glutathione beads, profiling panel, artefact control, biophysical, 488/530 nm, flow cytometry. GSH beads flow cytometry, compound fluorescence 488/530 nm; hits give high values. fluorescence (KMESF) at 10 µM. hit rate 0.25% among 190,000; in the data active = fluorescence above about 89;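 note: glutathione beads carrying GST-tagged Bcl family fusion proteins plus one bare bead set; values are compound well signal with DMSO vehicle wells as background; inactives centre near 16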
# The depositor's hits bear a star; ? = inconclusive; nt = no result given.
SMILES,Mcl1 Bid PPI,Mcl-1 Bim block,Avidin fluor,Pf gamet viab,RGS4-Gao reg,RGS8-Gao,RGS7-Gao,Mcl1-Noxa inh,ABCB1 block,ABCG2 inh,GSH bead fluor
CCOC(=O)c1sc2ncnc(NCC(c3cccs3)N(C)C)c2c1C (stereo not given),-23,2,6,2,109,104,109,16,1.5,1,20
CC(=O)Nc1nc(C)c(Oc2ccc(Cl)cc2)c(=O)[nH]1,-9,nt,5,2,102,98,?,7,nt,nt,nt
CC(C)[C@H](NC(=O)c1ccc(C(C)(C)C)cc1)C(=O)Nc1nnc(C2CC2)s1,4,0,13,nt,100,96,100,2,6.6,29,6
Cc1ccc(C(=S)N2CCN(Cc3ccccc3)CC2)s1,-30,-29,24,25,101,100,121,4,-0.8,-2,8
CCOC(=O)C(=O)Cc1nc2ccccc2s1,-27,nt,3,15,79,87,?,16,nt,nt,nt
CN1CCN(c2nc(NCc3ccco3)nc(N)c2[N+](=O)[O-])CC1,-100,nt,5,-5,92,98,?,8,nt,nt,nt
Cc1cccc(/C=C/c2nc3ccccc3c(=O)[nH]2)c1,-10,-2,9,-10,101,109,108,2,0.3,2,20
CC(=O)Nc1c(C(=O)N2CCCCCC2)cnn1-c1ccccc1,-27,7,8,-1,101,104,107,-24,0.0,1,40
CCOC(=O)c1[nH]c2ccc(Br)cc2c1NC(=O)CCN1CCCCC1,-21,-1,19,nt,101,98,103,9,0.1,1,24
Cc1ccc(S(=O)(=O)N2CCOC2CNC(=O)C(=O)NCc2cccnc2)cc1 (stereo not given),3,-5,2,nt,85,94,94,3,0.8,9,17
CCn1c(C)cc(O)cc1=O,-33,nt,8,-2,99,100,?,-14,nt,nt,nt
O=C1C2=C(C(c3ccccc3)=NCCN2)C(c2cccc([N+](=O)[O-])c2)N1c1ccccc1 (stereo not given),-27,-1,3,12,105,106,109,4,0.6,7,12
O=C(O)CCNC1C=CS(=O)(=O)C1 (stereo not given),-12,0,nt,12,98,99,102,9,1.3,3,65
O=c1[nH]c2ccccc2[n+]([O-])c1-c1ccccc1,-19,0,22,-5,104,101,103,-4,0.0,0,12
O=C(O)CCN1C(=O)S/C(=C\c2cccnc2)C1=O,91*,nt,7,-11,98,101,?,13,nt,nt,nt
O=C(N/N=C/c1ccncc1)c1ccccc1OCc1ccc(Br)cc1,-2,4,1,-8,99,86,99,2,1.9,6,6
O=C(c1ccc2ccccc2c1)N1CCN(c2ccccc2)CC1,-47,0,23,nt,100,101,98,8,0.5,1,26
CCOC(=O)c1ccc(NC(=O)[C@@H](NC(N)=O)C(C)C)cc1,-37,nt,16,-38,96,100,?,-4,nt,nt,nt
COC(=O)c1cc(OC)c(OC)cc1NC(=O)c1cc(-c2ccccc2)nc2ccccc12,14,-6,23,3,99,101,103,-2,5.6,58,18
O=C(O)CCSc1ccc([N+](=O)[O-])cc1[N+](=O)[O-],-38,-2,9,-1,106,95,113,-2,-0.4,-1,13
O=C(CCn1c(=O)[nH]c2ccccc2c1=O)NCCSCc1ccccc1,-27,0,3,-2,101,100,103,9,1.3,5,10
Cc1cccc(NC(=O)c2ccc(C3SCC(=O)N3CCc3ccccc3)cc2)c1 (stereo not given),-15,-5,16,-29,99,102,103,14,1.1,7,14
Cc1cc(N2CCOCC2)nc(NCc2ccccc2)n1,-28,-5,5,4,122,132,120,-3,0.3,1,259*
Nc1c(C(=O)Nc2ccccc2)sc2ncc([N+](=O)[O-])cc12,-12,nt,3,8,90,95,?,18,nt,nt,nt
CCN(CC)C(=O)CSc1nnc(-c2ccc(F)cc2)n1N,-10,0,19,-18,109,103,99,11,0.5,1,11
# Other records
SMILES,Mcl1 Bid PPI,Mcl-1 Bim block,Avidin fluor,Pf gamet viab,RGS4-Gao reg,RGS8-Gao,RGS7-Gao,Mcl1-Noxa inh,ABCB1 block,ABCG2 inh,GSH bead fluor
C=CCn1c(SCC(=O)NCc2ccccc2)nnc1-c1cc(Br)ccc1O,-39,0,7,26,99,96,101,-1,0.0,0,4
CC12C=CC3(O1)C(C(=O)N(c1ccccc1)C3C(=O)NC1CCCC1)C2C(N)=O (stereo not given),-21,-2,nt,18,nt,nt,nt,1,-0.5,-1,18
CN(C1CCCC1)C1CCN(C(=O)CNC(=O)/C=C/c2ccc(F)cc2)CC1,-23,-9,9,30,103,99,99,-13,-0.1,1,13
O=C(Nc1ccccc1OC(F)F)c1cc2c(s1)CCC2,-11,-3,5,-14,90,103,91,21,-0.4,7,15
CSc1nnc(Cn2c(=O)sc3ccccc32)n1-c1ccccc1C,-27,-4,21,nt,94,99,96,-5,-0.1,-1,15
Cc1ccc(CNC(=O)c2nnn(-c3cccc(C)c3)c2N)cc1,-10,-2,11,nt,104,103,102,18,1.2,6,38
Cc1occc1C(=O)NNC(=O)c1nn(C)c(=O)c2ccccc12,-14,0,11,-29,99,99,99,13,1.4,13,23
COc1ccc(Cn2c(SCc3ccccc3C)nc3cc(OC)c(OC)cc3c2=N)cc1,-38,1,8,-22,99,100,103,17,7.5,5,21
Cc1c(N=Nc2ccc(N(C)C)cc2)c(=O)n(-c2ccccc2)n1C,-40,3,4,19,92,76,86,44,1.1,3,16
O=C(CSc1nccc(=O)[nH]1)NCc1ccc(Cl)cc1,2,-2,6,-1,96,98,93,-16,0.3,2,16
CCCCS(=O)(=O)Nc1ccc2ncn(C)c(=O)c2c1,8,1,6,31,98,102,100,6,0.1,1,18
CCOc1ccc2[nH]c(=O)c(CN(Cc3ccccc3OC)C(=O)c3ccccc3)cc2c1,-25,-5,35,1,101,105,100,14,8.1,7,18
CN(C(=O)c1ccccc1)c1ccc(OCC(=O)NC2CCS(=O)(=O)C2)cc1 (stereo not given),-12,-1,29,nt,102,100,104,0,0.8,-4,23
COC(=O)c1nonc1NCn1nnc2ccccc21,-11,0,8,nt,100,98,98,7,0.1,1,31
CCOc1ccc(Nc2nc(Nc3ccc(O)cc3)nc(C)c2[N+](=O)[O-])cc1,-20,1,11,nt,98,99,96,3,0.1,8,13
CCOc1cccc(=O)c2c(C)n(-c3ccc(C(=O)O)cc3)c(C)c12,-51,0,3,nt,97,96,102,14,0.9,4,11
CC1=NN(c2ccccc2)C(=O)/C1=C/c1cc(C)n(C2CC2)c1C,-38,2,8,-1,96,99,?,9,2.0,15,14
Cc1cc(NC(c2ccc(Cl)cc2)c2ccc3cccnc3c2O)no1 (stereo not given),-75,-2,35,-10,101,101,99,-95,-0.1,0,15
CC1CN(C(=O)c2cnn3c(C(F)F)cc(-c4ccccc4)nc23)CC(C)O1 (stereo not given),-9,-4,34,-15,102,102,103,3,-0.2,0,26
CC(C)Cn1c(N)c(C(=O)COC(=O)c2cc(C3CC3)nc3ccccc23)c(=O)n(C)c1=O,-1,-1,9,nt,101,104,101,-6,3.2,6,18
CCOc1cc(N2CCOCC2)c(OCC)cc1NC(=O)CN1C(=O)NC2(CCCCCCC2)C1=O,-43,-3,12,17,101,103,107,9,1.0,6,10
COc1ccc(N(CC(=O)NC(C)(C)C)S(=O)(=O)c2ccccc2)cc1OC,-23,-3,10,1,102,102,103,2,0.7,1,13
CC(=O)c1ccc(NC(=O)c2ccc(NC(=O)CCS(=O)(=O)c3cccs3)cc2)cc1,-10,-3,11,-1,103,104,104,4,0.4,1,22
CC(Oc1ccccc1)C(=O)Nc1ccc(S(=O)(=O)N2CCOCC2)cc1 (stereo not given),-18,-8,1,24,77,84,91,21,0.9,3,65
O=C(Nc1ccc(Cl)cc1)Nc1cnccn1,-14,-2,16,-33,102,103,113,5,0.5,5,53
O=C(CSc1nc2ccccc2c(=O)n1-c1ccc(Cl)cc1)c1ccco1,-15,3,8,16,106,102,101,-12,0.3,3,5
COc1ccc(OC)c(C2CC(=O)N3CN(c4cccc(Cl)c4)CSC3=C2C#N)c1 (stereo not given),-8,-4,6,nt,98,100,99,10,0.5,0,23
Cc1ccc(/C=C/C(=O)c2ccc(O)cc2)cc1,-9,nt,7,-18,104,101,?,12,nt,nt,nt
Cc1cc(C)n(C(=O)Cn2nc([N+](=O)[O-])cc2C)n1,-13,0,28,nt,100,105,101,-16,0.5,2,21

# Some of the entries so far, with values under each structure.
# Under each structure: Mcl1 Bid PPI	Mcl-1 Bim block	Avidin fluor	Pf gamet viab	RGS4-Gao reg	RGS8-Gao	RGS7-Gao	Mcl1-Noxa inh	ABCB1 block	ABCG2 inh	GSH bead fluor
CC(C)Cn1c(N)c(C(=O)COC(=O)c2cc(C3CC3)nc3ccccc23)c(=O)n(C)c1=O
→ -1	-1	9	nt	101	104	101	-6	3.2	6	18
CCOc1cc(N2CCOCC2)c(OCC)cc1NC(=O)CN1C(=O)NC2(CCCCCCC2)C1=O
→ -43	-3	12	17	101	103	107	9	1.0	6	10
COc1ccc(N(CC(=O)NC(C)(C)C)S(=O)(=O)c2ccccc2)cc1OC
→ -23	-3	10	1	102	102	103	2	0.7	1	13
CC(=O)c1ccc(NC(=O)c2ccc(NC(=O)CCS(=O)(=O)c3cccs3)cc2)cc1
→ -10	-3	11	-1	103	104	104	4	0.4	1	22
CC(Oc1ccccc1)C(=O)Nc1ccc(S(=O)(=O)N2CCOCC2)cc1 (stereo not given)
→ -18	-8	1	24	77	84	91	21	0.9	3	65
O=C(Nc1ccc(Cl)cc1)Nc1cnccn1
→ -14	-2	16	-33	102	103	113	5	0.5	5	53
O=C(CSc1nc2ccccc2c(=O)n1-c1ccc(Cl)cc1)c1ccco1
→ -15	3	8	16	106	102	101	-12	0.3	3	5
COc1ccc(OC)c(C2CC(=O)N3CN(c4cccc(Cl)c4)CSC3=C2C#N)c1 (stereo not given)
→ -8	-4	6	nt	98	100	99	10	0.5	0	23
Cc1ccc(/C=C/C(=O)c2ccc(O)cc2)cc1
→ -9	nt	7	-18	104	101	?	12	nt	nt	nt
Cc1cc(C)n(C(=O)Cn2nc([N+](=O)[O-])cc2C)n1
→ -13	0	28	nt	100	105	101	-16	0.5	2	21
